HEK293 tox – cytotoxicity counter-screen for GLP-1 receptor inverse agonists. HEK293 cAMP-luciferase reporter cells, luminescence, 24 h. Potency, µM (titrated, usually from 38.3 µM), without a hit: at the top dose activity change, negative = inhibition, actives largely listed as inhibitors. 410,000 compounds, 0.13% hits;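 further: loss of luciferase light is scored as toxicity; potency means the concentration at half of the fitted maximal effect; on the % scale 0 is the no-effect control and ±100 the full control effect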
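MLSMR compounds, 24 hr on cells at 37 deg C/5% CO2; luminescence after luciferase reagent (12 min RT). Inhibition counted as the undesired cytotoxic outcome.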
PI5P4K alpha inh – inhibitors of human PI5P4K alpha; P48426; AID 652105; 330,000 compounds, 1.2% hits; max response, %; PI5P4Kalpha enzyme, ADP-Glo luminescence, 60 min; stronger effect = lower value; active means max response of -50% or lower; inconclusive means between -30% and -50%; inactive means -30% or higher; further: value at the top dose of about 77 µM; on the % scale 0 is the no-effect control and ±100 the full control effect
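Enzyme plus substrate dispensed, test compounds pinned in, then ATP (5 microM final) added. After 60 min at RT, ADP-Glo reagent 1 for 45 min and reagent 2 for 30 min preceded luminescence imaging.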
PLK1 PBD inh – PLK1 (human) polo-box domain binding inhibition; P53350; Plk1 PBD binding of FITC phosphopeptide, fluorescence polarization; Potency, µM, without a hit: max response, negative = inhibition, most hits filed as inhibitors; 360,000 compounds, 2.8% hits; AID 720504; further: potency means the concentration at half of the fitted maximal effect; series mostly up to about 57 µM; on the % scale 0 is the no-effect control and ±100 the full control effect; nearly all actives have a fitted effect of over 65% in size
Target sequence (P53350 whole entry, looked up, the tested form may be a part): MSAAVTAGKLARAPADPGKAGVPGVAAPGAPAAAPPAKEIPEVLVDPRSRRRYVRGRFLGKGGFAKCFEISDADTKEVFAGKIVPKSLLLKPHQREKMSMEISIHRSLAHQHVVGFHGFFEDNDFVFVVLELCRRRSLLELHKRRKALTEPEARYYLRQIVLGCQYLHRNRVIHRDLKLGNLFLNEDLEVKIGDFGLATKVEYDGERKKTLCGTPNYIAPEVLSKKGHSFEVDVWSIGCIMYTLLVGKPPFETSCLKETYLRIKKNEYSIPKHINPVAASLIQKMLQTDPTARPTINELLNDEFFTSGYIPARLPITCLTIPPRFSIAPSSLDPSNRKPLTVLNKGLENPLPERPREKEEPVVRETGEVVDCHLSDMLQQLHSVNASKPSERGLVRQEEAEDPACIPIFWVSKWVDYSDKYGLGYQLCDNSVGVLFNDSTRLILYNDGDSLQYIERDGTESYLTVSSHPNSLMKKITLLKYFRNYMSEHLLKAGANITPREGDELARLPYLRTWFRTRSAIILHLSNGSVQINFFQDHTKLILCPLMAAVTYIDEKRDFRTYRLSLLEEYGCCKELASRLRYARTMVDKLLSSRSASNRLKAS
WRN inhibitor – WRN helicase (human) inhibition. Q14191. WRN helicase unwinding, fluorescent forked duplex, kinetic. Potency, µM (top dose mostly 114 µM), inactives show top-dose activity change, negative = inhibition, most hits filed as inhibitors. 360,000 compounds, 0.46% hits. AID 651768; further: potency means the concentration at half of the fitted maximal effect; on the % scale 0 is the no-effect control and ±100 the full control effect; nearly all actives have a fitted effect of over 55% in size
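Kinetic red-fluorescence monitoring (525/598 nm) tracks WRN helicase activity after 100 nM fluorophore-quencher forked duplex and 2 mM ATP are added to 20 nM enzyme pretreated 15 min at room temperature with compound.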
IL-2 act – activates IL-2 in a cell-based reporter assay. IL-2 activation reporter assay, cell-based qHTS; stimulated with anti-CD3/CD4/CD28 beads; in transgenic mouse T cells. activation, % (series mostly up to about 46 µM). 360,000 compounds, 0.065% hits. AID 652025; in the data active means activation above about 50%; inconclusive means mostly about 30% to 49%; further: 0% is about no effect
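Quantitative HTS in unstimulated transgenic mouse T cells, with memory T cells as non-tolerant control and PMA/ionomycin as tolerance-bypass control. Compound pretreatment lasted 60 minutes before 18 h bead stimulation; EGFP/DsRed fluorescence read.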
DRD3 antagonist – antagonists of human D3 dopamine receptor | P35462 | D3R cells, DiscoveRx beta-arrestin luminescence, antagonist mode; stronger effect = lower value | max response, negative = inhibition, % | 360,000 compounds, 2.5% hits | AID 652054; in the data active means max response below about -50%; inconclusive means no clear call, values can overlap the other calls; further: on the % scale 0 is the no-effect control and ±100 the full control effect; mostly tested at two doses, the higher about 12 µM
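Cells expressing the human receptor were seeded at 1500 cells/well, incubated overnight at 37 degrees C in 5% CO2, then exposed to library compounds with dopamine controls for 90 minutes at 37 degrees C before luminescent detection.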
GLP-1R agonist – GLP-1 receptor (human) agonism. HEK293 GLP-1R CRE-luciferase, luminescence, 4-6 h; cells express a hypersensitive GLP-1R form. Potency, µM (top dose mostly 45.6 µM), inactives show at the top dose activation, actives largely listed as activators. 380,000 compounds, 0.007% hits. AID 624172; further: potency means the concentration at half of the fitted maximal effect; % of control where 0% means no effect
Target sequence (P43220 whole entry, looked up): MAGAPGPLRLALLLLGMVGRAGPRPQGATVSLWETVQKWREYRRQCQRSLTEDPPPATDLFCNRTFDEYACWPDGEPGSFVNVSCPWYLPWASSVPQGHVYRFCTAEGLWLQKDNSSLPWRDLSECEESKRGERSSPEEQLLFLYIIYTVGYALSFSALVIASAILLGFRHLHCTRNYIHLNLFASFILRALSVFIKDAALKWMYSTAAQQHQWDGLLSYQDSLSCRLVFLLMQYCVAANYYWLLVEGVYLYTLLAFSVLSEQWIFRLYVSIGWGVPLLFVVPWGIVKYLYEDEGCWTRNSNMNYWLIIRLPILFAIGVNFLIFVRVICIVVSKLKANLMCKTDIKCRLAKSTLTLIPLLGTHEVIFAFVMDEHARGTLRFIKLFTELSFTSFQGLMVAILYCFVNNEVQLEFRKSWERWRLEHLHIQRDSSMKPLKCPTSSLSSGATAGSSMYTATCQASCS
GLP1R inv ag – acts as inverse agonist at human GLP-1 receptor. P43220. HEK293 GLP-1R CRE-luciferase, luminescence, 24 h; GLP-1R form is constitutively active. 410,000 compounds, 1.6% hits. Potency, µM (top dose mostly 38.3 µM), inactives show at the highest dose activity change, negative = inhibition, actives largely listed as inhibitors; further: potency means the concentration at half of the fitted maximal effect; on the % scale 0 is the no-effect control and ±100 the full control effect; nearly all actives have a fitted effect of over 55% in size
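Cells are plated, allowed 12 hours at 37 deg C, then treated with compounds for 24 hr before luciferase detection reagent is added and luminescence is read after 12 min at room temperature. The HEK293 line carries constitutively active GLP-1R with a cAMP-responsive reporter.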
D3 ag – D3 dopamine receptor (human) agonism | P35462 | D3R DiscoveRx beta-arrestin cells, luminescence, 90 min | max activation, % | 410,000 compounds, 0.58% hits | AID 652048; in the data active means max activation above about 30%; further: 0% is about no effect; mostly tested at two doses, the higher about 12 µM
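Agonist-mode cell screen: cells plated at 1500/well and incubated overnight at 37 °C, then exposed to library compounds for 90 min at 37 °C. Detection reagent was added for 30–60 min at room temperature, and luminescence was read.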
Active calls of the source: *; ? = inconclusive; / = not tested or not shown; [ ] = another dose, or the depositor's remark. Unless noted, the call rests on the fitted dose curve; in most records, active means well fitted curve in the direction sought with a large enough effect; inconclusive means small, poorly fitted or top-dose-only effect, or another doubt; inactive means no such curve, though single readings can be large; an effect the other way counts as inactive or inconclusive. An unsorted share of the library. Share with any hit: about 7.8%.

SMILES	HEK293 tox	PI5P4K alpha inh	PLK1 PBD inh	WRN inhibitor	IL-2 act	DRD3 antagonist	GLP-1R agonist	GLP1R inv ag	D3 ag
Cc1ccccc1S(=O)(=O)Nc1ncnc2scc(-c3ccccc3)c12	-10%	5	-25%	-1%	1.2	5	4%	?	4
O=C(CSc1nnc(-c2ccncc2)o1)Nc1ccccc1C(F)(F)F	9%	4	0%	-10%	-0.2	-16	7%	-17%	-4
COc1ccc(-c2noc(CCC(=O)NCc3cccnc3)n2)cc1	3%	/	3%	0%	-0.3	19	2%	7%	2
Cc1cccc(NC(=O)CNC(=O)CSc2nnc(C(F)(F)F)n2C)c1C	4%	-1	-4%	3%	0.6	?	-6%	13%	-16
Nc1nccc(/C=C/c2ccc(Cl)cc2)n1	5%	0	2%	5%	-2.6	-1	7%	15%	-5
CC(Cc1ccccc1)C(=O)NCc1ccccn1 (centres undefined)	10%	-2	-7%	2%	0.1	?	5%	7%	10
CC(Oc1ccc(Cl)cc1)C(=O)Nc1ccc(S(=O)(=O)N2CCOCC2)cc1 (centres undefined)	3%	18	3%	-7%	6.2	3	0%	-24%	14
Cc1cccc(NC(=O)CNC(=O)c2ccc3c(c2)OCO3)n1	-4%	-4	-5%	-3%	-4.4	-10	2%	-25%	-12
C/C(N)=C(/C#N)C(=O)COC(=O)c1cc(-c2cccc3ccccc23)nc2ccccc12	3%	3	-6%	-4%	3.6	10	16%	-1%	-9
CCOc1cccc(-c2cc(C(=O)N/N=C/c3ccc(OC)c(CN4CCOCC4)c3)c3ccccc3n2)c1	9%	3	-13%	3%	0.9	-18	0%	-9%	-21
CCC1(c2ccccc2)NC(=O)N(CC(=O)Nc2cc(S(=O)(=O)N3CCCCC3)ccc2N(C)C)C1=O (centres undefined)	4%	5	5%	-6%	0.1	-15	10%	?	-8
Cc1csc(NC(=O)CSc2nc3ccccc3s2)n1	-2%	-2	-7%	-7%	0.0	15	-3%	-26%	1

Reformatted: two of the compounds above
SMILES: O=C(CSc1nnc(-c2ccncc2)o1)Nc1ccccc1C(F)(F)F
  HEK293 tox: 9%; PI5P4K alpha inh: 4; PLK1 PBD inh: 0%; WRN inhibitor: -10%; IL-2 act: -0.2; DRD3 antagonist: -16; GLP-1R agonist: 7%; GLP1R inv ag: -17%; D3 ag: -4

SMILES: COc1ccc(-c2noc(CCC(=O)NCc3cccnc3)n2)cc1
  HEK293 tox: 3%; PI5P4K alpha inh: /; PLK1 PBD inh: 3%; WRN inhibitor: 0%; IL-2 act: -0.3; DRD3 antagonist: 19; GLP-1R agonist: 2%; GLP1R inv ag: 7%; D3 ag: 2

Returning to the listing, repeating the four entries before the break.
SMILES	HEK293 tox	PI5P4K alpha inh	PLK1 PBD inh	WRN inhibitor	IL-2 act	DRD3 antagonist	GLP-1R agonist	GLP1R inv ag	D3 ag
C/C(N)=C(/C#N)C(=O)COC(=O)c1cc(-c2cccc3ccccc23)nc2ccccc12	3%	3	-6%	-4%	3.6	10	16%	-1%	-9
CCOc1cccc(-c2cc(C(=O)N/N=C/c3ccc(OC)c(CN4CCOCC4)c3)c3ccccc3n2)c1	9%	3	-13%	3%	0.9	-18	0%	-9%	-21
CCC1(c2ccccc2)NC(=O)N(CC(=O)Nc2cc(S(=O)(=O)N3CCCCC3)ccc2N(C)C)C1=O (centres undefined)	4%	5	5%	-6%	0.1	-15	10%	?	-8
Cc1csc(NC(=O)CSc2nc3ccccc3s2)n1	-2%	-2	-7%	-7%	0.0	15	-3%	-26%	1
NC(COCc1ccccc1)c1csc(Nc2ccc(C(=O)c3ccccc3)cc2)n1 (centres undefined)	-6%	20	4%	-6%	-0.1	29	6%	-15%	6
CCc1ccc(NC(=O)Cn2cnc3c(=O)n(C)c(=O)n(C)c32)cc1	0%	7	-6%	6%	0.1	12	3%	15%	-2
CCc1nnc(NC(=O)c2cc(-c3ccccc3)nn2-c2ccccc2)s1	5%	/	-4%	-6%	-1.3	0	-5%	-29%	-1
CCOC(=O)COc1c(OC)cc(Cl)cc1C1Nc2ccccc2C(=O)N1c1cccc(C)c1 (centres undefined)	5%	/	-6%	-13%	-2.2	-25	-10%	?	-22
CC(C)(C)NC(=O)CSc1nc(-c2ccccc2)c(-c2ccccc2)[nH]1	-19%	/	-1%	0%	1.8	15	3%	?	15
O=C1C(Cl)=C(N2CCOCC2)C(=O)N1c1cccc(Cl)c1	-5%	0	-27%	-28%	2.6	-16	-1%	1%	-4
Cc1ccc(NC(=O)/C(=C\C=C\c2ccccc2)NC(=O)c2ccccc2)cc1	10%	-5	-2%	-10%	0.3	13	-5%	?	-16
O=C(CSc1ccccc1F)NCC1(N2CCCCC2)CCCCC1	-15%	0	-3%	3%	0.4	?	-5%	?	-25
CCc1ccc(NC(=O)Cn2c(=O)n(CCCC(=O)NCc3ccco3)c(=O)c3ccccc32)cc1	-2%	8	-1%	3%	0.4	-11	-5%	13%	-4
CCOc1ccc(CC(=O)NCc2cn3c(C)csc3n2)cc1	14%	3	-9%	-7%	-2.3	-1	-5%	43%[activator]	-2
CCOc1ccc(S(=O)(=O)N2CCC(C(N)=O)CC2)c2ccccc12	-7%	-4	-4%	0%	1.3	-5	0%	10%	0
CC(C)CCn1c(COc2ccccc2)n[nH]c1=S	-2%	0	-4%	0%	-2.4	-9	-1%	-7%	-4
Cc1ccc(S(=O)(=O)NCCC(=O)OCC(=O)Nc2ccccc2Cl)cc1	-6%	4	5%	4%	0.9	0	10%	18%	26
Cc1ccc(-c2c(C(=O)N/N=C/c3ccoc3)nnn2-c2nonc2N)cc1	19%	-17	-14%	9%	-2.8	-14	-5%	7%	-1
O=C(N/N=C/c1cnc2ccccc2n1)c1cccc(F)c1	13%	4	-5%	-17%	-0.4	-25	3%	14%	-3
C/C(=N\O)C1(C)N(O)C(C)(C)C(c2ccco2)=[N+]1[O-] (centres undefined)	-1%	0	-3%	7%	-1.3	2	-1%	4%	1
Cc1ccc(Cn2nnc3c(=O)n(CC(=O)NCC4CCCO4)cnc32)cc1 (centres undefined)	-15%	/	-5%	2%	0.0	9	-8%	0%	3
COc1ccc(OC)c(CCNC(=O)CCn2ccc3cc(S(=O)(=O)N4CCCC4)ccc32)c1	-17%	-4	-22%	-10%	-3.4	2	0%	-15%	2
CC(C)=CCC/C(C)=C/CN(CC(C)O)CC(C)O (centres undefined)	-6%	/	-2%	11%	-0.3	-13	-6%	-18%	-2
O=C1Nc2cc(C(=O)NCCCN3CCOCC3)ccc2S/C1=C/c1ccccc1F	-15%	-3	-12%	6%	-1.9	-16	7%	?	-12
CC(C(=O)O)N1C(=O)CSC1=S (centres undefined)	10%	-8	-16%	-9%	3.9	-16	0%	-14%	1
O=C1c2cccnc2C(=O)N1Cc1ccc(F)cc1	-6%	/	1%	-2%	-0.1	-30	0%	52%[activator]	4
O=C(NC1CCCCC1)C(c1ccnc2ccccc12)N1CCOCC1 (centres undefined)	-2%	0	-2%	7%	0.2	0	-3%	-2%	-11
CC(C)CNC(=O)c1ccccc1NC(=O)c1ccc(CN2CCOCC2)cc1	-5%	/	-7%	3%	-0.7	-7	5%	7%	2
O=C(CCNC(=O)c1ccc(Br)cc1)Nc1ncccc1O	1%	7	-3%	13%	-1.1	-2	1%	2%	1
Cc1cc(C)c(S(=O)(=O)NCCc2cc3cc(C)c(C)cc3[nH]c2=O)c(C)c1	2%	/	/	/	/	/	0%	0%	6
COC(=O)C1=C(N)Oc2cc(C)n(C)c(=O)c2C1c1ccc(Cl)c(Cl)c1 (centres undefined)	-3%	-7	-1%	-1%	0.3	-9	-14%	-7%	1
COc1ccc(C)cc1NC(=O)Nc1ccncc1	-10%	1	1%	-11%	-3.7	-4	-5%	-17%	-10
O=C(CC1SC(N2CCCC2)=NC1=O)Nc1ccc(C(=O)Nc2ncccc2O)cc1 (centres undefined)	4%	1	-9%	-13%	1.2	9	5%	156%[activator]	-7
c1ccc(SC23CCCCN(CCC2)C32OCCO2)cc1 (centres undefined)	-7%	14	-2%	6%	-0.2	4	-1%	-22%	2
COc1ccc(CN=C2Nc3ccccc3CS2)cc1	15%	9	-1%	-17%	-1.1	-27	5%	0%	-2
CCOc1ccc(C(=O)N2CCN(c3ccccn3)CC2)cc1OCC	-17%	-7	-12%	7%	-0.7	26	3%	16%	9
Cc1ccc(Cl)cc1-n1ncc2c(NNC(=O)c3ccco3)ncnc21	-23%	1	5%	2%	-0.6	1	6%	8%	0
O=S(=O)(c1ccc(SCc2c(F)cccc2Cl)nc1)N1CCCC1	-3%	1	0%	0%	-3.9	-1	8%	?	-1
Cc1cc(C)cc(C(=O)N2CCC(CCC(=O)NC3CC3)CC2)c1	-13%	4	5%	-4%	0.2	3	-5%	-9%	-7
CC(C)(C)NC(=O)CSc1nnc(-c2ccncc2)o1	9%	-2	-8%	-19%	-0.7	29	0%	-14%	-4
NS(=O)(=O)c1ccc(NC(=O)Nc2ccc3c(c2)OCO3)cc1	-4%	-8	1%	-18%	-0.8	-18	-10%	-26%	1
Cc1onc(-c2ccccc2)c1-c1nnc(COC(=O)c2ccc(F)cc2)o1	5%	-24	-9%	-7%	0.9	18	12%	2%	8
Cc1cc(NC(=O)c2cccnc2)ccc1NC(=O)c1ccco1	-16%	0	-5%	-4%	-0.6	-4	2%	0%	2
CC(CCc1ccccc1)NS(=O)(=O)c1ccccc1F (centres undefined)	-5%	6	-4%	2%	1.8	-1	9%	?	-7

Source: PubChem BioAssay (National Center for Advancing Translational Sciences (NCATS))
